Source: PubChem BioAssay
IMPase Li cell: IMPase inhibition in cells with lithium potentiation; hit rate 0.35% among 210,000; CHO-M1 cells, IP1 TR-FRET (IP-One), carbachol + lithium; Potency, µM (highest dose often 59.4 µM), inactives show top-dose activity, negative = IMPase inhibition, hits mostly inhibitors; AID 1457;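 further: IP1 builds up when IMPase is blocked and the TR-FRET signal falls; potency means the concentration at half of the fitted maximal effect; plate controls were basal vehicle for no effect and high inhibitor control for full effect; nearly all actives have a fitted effect of over 50% in size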
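Test compounds were applied to CHO-M1 cells previously cultured for 16–30 h at 2000 per well. A small lithium amount accompanied them; after 30 min at 37C, IP1 was quantified by TR-FRET.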
CBFb-RUNX1 inh: blocks binding between human CBF-beta and RUNX1; AlphaScreen CBFb-His/RUNX1-biotin binding, biochemical; Potency, µM (highest dose often 59.8 µM), for inactives: at the top dose activity, negative = inhibition, actives largely listed as inhibitors; 230,000 tested, under 10 active; AID 1477; further: % of control where 0% means no effect
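His-tagged CBF-beta and biotinylated RUNX1 (30 nM each) were premixed 20 min at room temperature, exposed to compound for 15 min, then given nickel-chelate and streptavidin AlphaScreen beads (50 ng each). After 90 min, AlphaScreen signal was read.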
L3MBTL1 inh: blocks human L3MBTL1 | AlphaScreen L3MBTL1–H3K9me1 peptide binding | Potency, µM (highest dose often 57.1 µM), inactives show at the highest dose activity, negative = inhibition, usual class: inhibitors | hit rate 0.66% among 230,000 | AID 485360; further: potency means the concentration at half of the fitted maximal effect; on the % scale 0 is the no-effect control and ±100 the full control effect; nearly all actives have a fitted effect of over 60% in size
Target sequence (Q9Y468 whole entry, looked up): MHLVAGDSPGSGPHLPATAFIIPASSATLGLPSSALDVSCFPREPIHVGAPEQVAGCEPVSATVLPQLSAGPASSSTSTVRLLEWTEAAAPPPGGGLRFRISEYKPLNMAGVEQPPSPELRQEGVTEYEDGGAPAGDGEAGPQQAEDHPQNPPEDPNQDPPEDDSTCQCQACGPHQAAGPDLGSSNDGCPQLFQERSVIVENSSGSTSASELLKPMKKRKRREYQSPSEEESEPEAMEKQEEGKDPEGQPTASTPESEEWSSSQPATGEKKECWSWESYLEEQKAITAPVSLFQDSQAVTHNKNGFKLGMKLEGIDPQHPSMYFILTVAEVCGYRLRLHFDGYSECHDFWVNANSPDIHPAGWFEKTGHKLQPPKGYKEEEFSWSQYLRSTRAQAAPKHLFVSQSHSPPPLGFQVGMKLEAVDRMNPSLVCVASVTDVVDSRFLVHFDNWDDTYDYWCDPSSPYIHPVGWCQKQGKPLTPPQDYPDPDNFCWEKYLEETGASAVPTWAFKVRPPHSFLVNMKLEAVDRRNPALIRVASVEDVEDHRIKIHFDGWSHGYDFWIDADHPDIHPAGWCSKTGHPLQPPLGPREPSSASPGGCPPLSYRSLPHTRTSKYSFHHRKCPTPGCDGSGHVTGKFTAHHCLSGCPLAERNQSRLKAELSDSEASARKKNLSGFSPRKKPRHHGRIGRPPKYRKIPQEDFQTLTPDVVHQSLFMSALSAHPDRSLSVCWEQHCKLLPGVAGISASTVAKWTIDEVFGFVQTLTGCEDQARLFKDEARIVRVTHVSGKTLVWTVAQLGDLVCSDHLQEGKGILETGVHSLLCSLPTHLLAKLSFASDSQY
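AlphaScreen proximity signal between nickel-chelate acceptor and streptavidin donor beads (final 10 ug/mL) reports binding of 50 nM L3MBTL1 to 75 nM biotin-H3 K9me1 peptide; complex incubated with compounds 30 min at room temperature; cefsulodin titration as control.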
Epigenetic derep: derepresses silenced GFP reporter in murine cells; murine LDR cells, GFP reporter derepression, 30 h; Potency, µM (highest dose often 53.9 µM), for inactives: at the highest dose GFP activation, actives largely listed as activators; hit rate 0.2% among 280,000; AID 1865; further: potency means the concentration at half of the fitted maximal effect; % of control where 0% means no effect; nearly all actives have a fitted effect of over 60% in size
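Readout is the number of GFP-expressing murine LDR cells, counted by cytometry following washing. Cells were treated with compound for 30 h at 37 C; the stably integrated CMV-GFP locus is normally silent.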
HTT aggregate: reduces HttQ103-GFP aggregates in PC12 cells; PC12 HttQ103-GFP aggregates, Acumen cytometry, 40 h; Potency, µM (titrated, usually from 46.1 µM), for the others: top-dose activity change, negative = inhibition, hits mostly inhibitors; hit rate 1.1% among 220,000; further: potency means the concentration at half of the fitted maximal effect; on the % scale 0 is the no-effect control and ±100 the full control effect; nearly all actives have a fitted effect of over 60% in size
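Using laser scanning cytometry, GFP-positive aggregates were counted after lysis of PC12 cells induced with 100 nM tebufenozide to express HTT exon 1 Q103–GFP. Compounds were tested in titration.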
Luc counter: counter-screen: inhibitors of Kinase-Glo firefly luciferase; hit rate 0.28% among 200,000; Q27757; Potency, µM (series often up to 38.3 µM), for inactives: at the highest dose activity change, negative = inhibition, actives largely listed as inhibitors; Kinase-Glo luciferase, ATP luminescence, 8 min; AID 1379; further: potency means the concentration at half of the fitted maximal effect; on the % scale 0 is the no-effect control and ±100 the full control effect; nearly all actives have a fitted effect of over 60% in size
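Light output from Kinase-Glo luciferase with luciferin and 10 uM ATP in 50 mM imidazole pH 7.2, KCl, MgCl2, Tween 20, BSA; compound pin-delivered, 8-min ambient incubation, then luminescence read.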
NPSR antag: antagonists of human neuropeptide S receptor cAMP signaling; Q6W5P4; CHO-NPSR cells, cAMP TR-FRET, antagonist mode; Potency, µM (doses to about 38.3 µM), without a hit: at the top dose activity change, negative = inhibition, hits mostly inhibitors; hit rate 1% among 220,000; further: potency means the concentration at half of the fitted maximal effect; on the % scale 0 is the no-effect control and ±100 the full control effect; nearly all actives have a fitted effect of over 50% in size; many of its hits are not listed in these tables
Numbers without * were called inactive; ? = inconclusive; · = not tested or not shown; [ ] = dose if it differs, or a comment. The call rests on the fitted dose curve; in most records, active means well fitted curve in the direction sought with a large enough effect; inconclusive means small, poorly fitted or top-dose-only effect, or another doubt; inactive means no such curve, though single readings can be large; an effect the other way counts as inactive or inconclusive.

Each structure is followed by: IMPase Li cell | CBFb-RUNX1 inh | L3MBTL1 inh | Epigenetic derep | HTT aggregate | Luc counter | NPSR antag
1) COc1ccc(S(=O)(=O)N(C)C2CCN(C)CC2)cc1
  23%[38.3 µM] | 8% | ? | 0.0% | -20% | 3% | -2%[46.1 µM]
2) CN(C)/C=C/C(=O)c1ccc(Br)s1
  -2% | 7% | -4% | 1.1% | 11% | -5% | 2%
3) O=C(COC(=O)c1cnc(Cl)c(Cl)c1)NCc1ccc2c(c1)OCO2
  -7% | -3% | -12% | 0.0% | 7% | 0% | 16%
4) COC(=O)C(C)Oc1cc(OC(C)C(=O)OC)c2c(C)c(Cl)c(=O)oc2c1 (stereo unspecified)
  -5% | 11% | · | 3.9% | -2% | 0% | -34%
5) CCOC(=O)c1oc2cc(C)cc(O)c2c(=O)c1-c1csc(C)n1
  29%[38.3 µM] | -2% | · | -1.0% | 13% | -2% | -11%[46.1 µM]
6) O=Cc1ccc(-c2cc(Cl)ccc2Cl)[nH]1
  -13% | 5% | 6%[11.4 µM] | 2.3% | -4% | 0% | 3%
7) CC(=O)c1cnc2c(-c3ccc(Cl)cc3)cnn2c1C
  4% | 8% | 12% | -2.0% | -9% | -2% | -6%[46.1 µM]
8) COc1cccc(C(=O)N(Cc2ccc(N(C)C)cc2)C2CCS(=O)(=O)C2)c1 (stereo unspecified)
  9%[38.3 µM] | 0% | 1% | 2.4% | 3% | 0% | -4%[7.67 µM]
9) COc1ccc(OC)c(NC(=O)C2CCC(CNc3c(N4CCOCC4)c(=O)c3=O)CC2)c1 (stereo unspecified)
  · | -5% | · | 1.4% | -4%[9.22 µM] | · | 16%
10) COc1cccc(-c2nn(C)c3sc(C(=O)N4CCOCC4)cc23)c1
  6%[38.3 µM] | -3% | -1% | 3.8% | -12% | 2% | -7%[46.1 µM]
11) CS/C(=N\S(=O)(=O)c1cccs1)Nc1ccc(Br)cc1F
  0% | 8% | 6% | -0.1% | 20% | 2% | 8%
12) O=C(CCC(=O)OCc1ccc(C(=O)Oc2ccc(Cl)cc2)cc1)Nc1ccccc1
  6% | -3% | -5% | 1.1% | 6% | 1% | -21%[46.1 µM]
13) O=C(CCN1C(=O)C2C3C=CC(C3)C2C1=O)Nc1ccccc1 (stereo unspecified)
  -2% | -1% | 5% | -3.8% | 6%[9.22 µM] | 2% | 0%
14) CCOC(=O)CSc1n[nH]c(NS(=O)(=O)c2ccccc2C(F)(F)F)n1
  4% | 2% | 8% | 0.0% | 15% | -1% | 4%
15) Cc1ccccc1OCCC(=O)OCC(=O)Nc1ccc(C(N)=O)cc1
  · | -15% | 6% | 7.8% | 3%[9.22 µM] | · | -14%
16) COC(=O)CSC1=C(C#N)C(c2cccc(OC)c2)CC(=O)N1 (stereo unspecified)
  0%[38.3 µM] | -1% | · | 0.5% | -12% | 18% | -8%[46.1 µM]
17) Cc1ccc(S(=O)(=O)NCCN2CCOCC2)c(C)c1C
  -2% | 3% | 5% | 1.0% | · | -3% | -1%
18) COc1ccc(C(=O)CSc2nnc(COc3ccccc3)n2Cc2ccco2)cc1
  -8%[38.3 µM] | -4% | -16% | -2.2% | 24% | -3% | ?
19) CC1(C)S/C(=N/N=C/c2ccco2)NC1=O
  4% | -9% | -3% | -1.0% | 5% | 0% | 11%
20) Cn1c(CN2CCCC2)nc2cc(NC(=O)Nc3ccccc3)ccc21
  -7%[38.3 µM] | -4% | · | 0.1% | -12% | 3% | -1%[46.1 µM]

Shown tab-delimited: part of the list above
#	SMILES	IMPase Li cell	CBFb-RUNX1 inh	L3MBTL1 inh	Epigenetic derep	HTT aggregate	Luc counter	NPSR antag
7	CC(=O)c1cnc2c(-c3ccc(Cl)cc3)cnn2c1C	4%	8%	12%	-2.0%	-9%	-2%	-6%[46.1 µM]
8	COc1cccc(C(=O)N(Cc2ccc(N(C)C)cc2)C2CCS(=O)(=O)C2)c1 (stereo unspecified)	9%[38.3 µM]	0%	1%	2.4%	3%	0%	-4%[7.67 µM]
9	COc1ccc(OC)c(NC(=O)C2CCC(CNc3c(N4CCOCC4)c(=O)c3=O)CC2)c1 (stereo unspecified)	·	-5%	·	1.4%	-4%[9.22 µM]	·	16%
10	COc1cccc(-c2nn(C)c3sc(C(=O)N4CCOCC4)cc23)c1	6%[38.3 µM]	-3%	-1%	3.8%	-12%	2%	-7%[46.1 µM]
11	CS/C(=N\S(=O)(=O)c1cccs1)Nc1ccc(Br)cc1F	0%	8%	6%	-0.1%	20%	2%	8%
12	O=C(CCC(=O)OCc1ccc(C(=O)Oc2ccc(Cl)cc2)cc1)Nc1ccccc1	6%	-3%	-5%	1.1%	6%	1%	-21%[46.1 µM]
13	O=C(CCN1C(=O)C2C3C=CC(C3)C2C1=O)Nc1ccccc1 (stereo unspecified)	-2%	-1%	5%	-3.8%	6%[9.22 µM]	2%	0%
14	CCOC(=O)CSc1n[nH]c(NS(=O)(=O)c2ccccc2C(F)(F)F)n1	4%	2%	8%	0.0%	15%	-1%	4%
15	Cc1ccccc1OCCC(=O)OCC(=O)Nc1ccc(C(N)=O)cc1	·	-15%	6%	7.8%	3%[9.22 µM]	·	-14%
16	COC(=O)CSC1=C(C#N)C(c2cccc(OC)c2)CC(=O)N1 (stereo unspecified)	0%[38.3 µM]	-1%	·	0.5%	-12%	18%	-8%[46.1 µM]
17	Cc1ccc(S(=O)(=O)NCCN2CCOCC2)c(C)c1C	-2%	3%	5%	1.0%	·	-3%	-1%
18	COc1ccc(C(=O)CSc2nnc(COc3ccccc3)n2Cc2ccco2)cc1	-8%[38.3 µM]	-4%	-16%	-2.2%	24%	-3%	?
19	CC1(C)S/C(=N/N=C/c2ccco2)NC1=O	4%	-9%	-3%	-1.0%	5%	0%	11%
20	Cn1c(CN2CCCC2)nc2cc(NC(=O)Nc3ccccc3)ccc21	-7%[38.3 µM]	-4%	·	0.1%	-12%	3%	-1%[46.1 µM]

Remaining list, next part.
Each structure is followed by: IMPase Li cell | CBFb-RUNX1 inh | L3MBTL1 inh | Epigenetic derep | HTT aggregate | Luc counter | NPSR antag
21) N/C(=N/OCc1cccc([N+](=O)[O-])c1)c1nonc1N
  -2% | 3% | -1% | -6.9% | 22% | 0% | 1%
22) O=C(CSc1ccccc1Cl)c1ccco1
  8%[38.3 µM] | 0% | -5% | 0.3% | -5%[9.22 µM] | -9% | -5%[46.1 µM]
23) CCO[C@@H]1OC(C(=O)NCc2ccccc2)=C[C@H](c2ccccc2)[C@H]1CCCO
  1% | 11% | 10% | -3.4% | -5%[9.22 µM] | · | 20%
24) CSc1nc(-c2ccccc2)nc(N2CCN(C)CC2)c1C(C)=O
  5%[38.3 µM] | 0% | -6% | 1.3% | 14% | 3% | 12%[46.1 µM]
25) N#Cc1ccccc1NC(=O)C1CC(=O)N(c2ccc3c4c(cccc24)CC3)C1 (stereo unspecified)
  2% | -11% | ? | 0.0% | 2% | -2% | 1%
26) Cn1c(SCC(=O)NCc2ccc3c(c2)OCO3)nc2scc(-c3cccs3)c2c1=O
  8%[38.3 µM] | -14% | -25% | ? | -9% | 1% | -30%[46.1 µM]

Not all compounds are listed. The share of hits here may be higher or lower than overall.
